# All columns: NCI-60 one-dose screen, growth in % after 48 h at 10 µM unless noted; 100 = growth as untreated, 0 = no growth, -100 = all killed.
# SW-620: SW-620 colon cancer. 5.2% of 82,000 active. AID 1794795
# HCT-15: HCT-15 colon cancer; 5.2% of 82,000 active
# HCT-116: HCT-116 colon cancer; 7.3% of 82,000 active; AID 1794798
# HCC-2998: HCC-2998 colon cancer | 4.7% of 79,000 active | AID 1794799
# SNB-75: SNB-75 CNS cancer | 5% of 79,000 active | AID 1794750
# SF-295: SF-295 CNS cancer cells | 5.6% of 79,000 active
# KM12: KM12 colon cancer cells; 5% of 82,000 active; AID 1794800
# SNB-19: SNB-19 CNS cancer cells | 2.5% of 81,000 active | AID 1794751
# SF-539: SF-539 CNS cancer | 6.8% of 81,000 active | AID 1794752
# Numbers without * were called inactive; x = not tested or not shown; & = joins results of further samples; [ ] = dose if it differs, or a comment. Rule for the calls: active = growth percent below 10; inactive = the rest.
canonical_smiles,SF-539,SW-620,SF-295,SNB-19,HCC-2998,SNB-75,KM12,HCT-116,HCT-15
CSC1=N/C(=C\c2cccc(OCc3ccc(Cl)cc3)c2)C(=O)N1,99.0,88.1,87.6,90.4,93.0,82.5,79.8,88.8,81.4
C=C(C)[C@@H]1CC[C@]2(C(=O)NC(C)=O)CC[C@]3(C)[C@H](CC[C@@H]4[C@@]5(C)CCCNC(C)(C)[C@@H]5CC[C@]43C)[C@@H]12,-79.6*,-50.0*,77.6,58.3,-58.3*,52.0,-2.2*,-69.7*,-33.2*
Clc1nc(Cl)c2ncn(CC#CCn3cnc4c(Cl)nc(Cl)nc43)c2n1,-65.7*,-44.7*,5.7*,12.2,x,8.3*,-45.8*,-34.6*,-65.7*
Cc1cc(NCCCNc2ccnc3cc(Cl)ccc23)nc(Nc2ccc(C(=O)N3CCCCC3)cc2)n1,-75.1*,-0.3*,-34.0*,25.6,0.1*,26.7,26.1,-38.3*,0.5*
O=C(NN=C1CCCCC1)C(=O)NN=C1CCCCC1,101.0,116.5,113.5,110.5,113.0,102.6,105.3,105.8,108.0
CCOC(=O)NNC(=O)c1ccc(-n2nc(-c3ccccc3)c3ccccc32)cc1,98.1,102.8,97.0,72.7,86.3,x,96.3,83.3,84.6
CCOC(=O)C1=NN(c2ccccc2)C(=O)/C1=C\N1CCNC1=S,102.4,95.6,102.0,95.3,105.9,82.3,97.4,106.3,94.9
COC(=O)C1(C(C)C(=O)c2ccc(Cl)cc2)NC(=S)NC(=O)C1C#N (stereo not given),97.4,116.6,98.9,101.8,109.1,102.9,104.5,111.6,100.4
CC1C2CCC3C4CC=C5CC(N(C)C)CCC5(C)C4CCC32CN1C (stereo not given),93.4&97.3,76.6&76.6,104.1&98.8,93.3&91.1,103.3&86.9,57.0&51.7,77.3,62.0&92.3,91.0&81.3
COc1ccc(C2Nc3nc(-c4cccnc4)nn3C(N)=C2C#N)cc1 (stereo not given),103.6,103.8,96.0,105.5,101.7,86.9,107.1,97.5,99.7
N#Cc1ccc(-c2ccc(-c3cccs3)o2)cc1F,78.1,98.5,75.5,110.1,91.5,44.9,83.2,64.5,79.7
O=S(=O)(Nc1ccc(Cl)c(C(F)(F)F)c1)c1ccc(-c2nnc(C3CCCCC3)o2)cc1,96.0,94.9,97.5,90.8,112.6,87.1,97.2,90.5,101.2

# 4 entries drawn at random from the list so far:
canonical_smiles,SF-539,SW-620,SF-295,SNB-19,HCC-2998,SNB-75,KM12,HCT-116,HCT-15
CCOC(=O)NNC(=O)c1ccc(-n2nc(-c3ccccc3)c3ccccc32)cc1,98.1,102.8,97.0,72.7,86.3,x,96.3,83.3,84.6
O=C(NN=C1CCCCC1)C(=O)NN=C1CCCCC1,101.0,116.5,113.5,110.5,113.0,102.6,105.3,105.8,108.0
CCOC(=O)C1=NN(c2ccccc2)C(=O)/C1=C\N1CCNC1=S,102.4,95.6,102.0,95.3,105.9,82.3,97.4,106.3,94.9
Cc1cc(NCCCNc2ccnc3cc(Cl)ccc23)nc(Nc2ccc(C(=O)N3CCCCC3)cc2)n1,-75.1*,-0.3*,-34.0*,25.6,0.1*,26.7,26.1,-38.3*,0.5*

# Remaining list, next part
canonical_smiles,SF-539,SW-620,SF-295,SNB-19,HCC-2998,SNB-75,KM12,HCT-116,HCT-15
COc1ccc2c(c1)c1cc3ccncc3nc1n2C,60.9,41.4,54.0,64.4,80.3,64.8,63.3,22.1,52.8
COc1cccc(NC(=O)CCC(=O)O)c1,100.9,106.7,97.3,114.8,96.2,85.1,102.1,107.2,99.0
C#C[C@]1(O)CC[C@H]2[C@@H]3CC=C4c5sc(Nc6cc(C)cc(C)c6)nc5CC[C@]4(C)[C@H]3CC[C@@]21C,-47.7*,-20.1*,-71.7*,14.8,40.2,10.2,-7.1*,12.5,-37.1*
CC1CCC(C)N1CCCCN1C(C)CCC1C (stereo not given),105.4,107.1,94.7,98.6,103.3,90.1,101.6,103.8,94.8
CC(=O)C(N=Nc1ccc(-c2ccc(N=NC(C(C)=O)C(=O)Nc3ccc(C)cc3C)c(Cl)c2)cc1Cl)C(=O)Nc1ccc(C)cc1C (stereo not given),94.7,112.3,88.1,98.7,102.0,93.5,106.3,94.1,101.9
Cc1ccc(C)c2c1C(=O)OC2=O,99.7,107.0,96.2,107.1,117.9,91.2,108.5,96.4,101.2
Cc1[nH]c(=S)oc1C,101.3,99.4,97.5,102.9,110.0,88.1,106.3,107.4,100.9
COc1ccc(Nc2ncccc2/C=C/c2cc(OC)c(OC)c(OC)c2)cc1OC,90.5,96.2,83.7,91.5,94.5,62.9,87.4,92.3,87.4
CCOC(=O)c1c(C(=O)O)[nH]c(C)c1C,99.6,102.3,98.5,96.8,101.9,85.4,102.2,78.4,99.1
CC(C)(C)OC(=O)CC[C@H](N)C(=O)O,102.9[20 µM],100.6[20 µM],100.6[20 µM],95.7[20 µM],114.3[20 µM],86.5[20 µM],101.6[20 µM],102.3[20 µM],101.1[20 µM]
CSc1ncc(C)c(Nc2ccc(Br)cc2)n1,98.1,105.6,103.9,92.0,113.5,85.0,104.5,110.1,99.6
O=C(CCCCCN1CC(=O)N2[C@@H](c3ccc(Br)cc3)c3[nH]c4ccccc4c3C[C@H]2C1=O)NO,81.0,78.4,100.8,87.1,101.6,63.8,96.2,73.5,106.7

# Going on with the list.
canonical_smiles,SF-539,SW-620,SF-295,SNB-19,HCC-2998,SNB-75,KM12,HCT-116,HCT-15
O=C1Nc2c(ccc(Cl)c2Cl)/C1=C\c1ccc(C(F)(F)F)cc1,88.1,67.1,77.2,81.6,92.4,73.4,71.2,68.2,81.9
CC(C)C(=O)NCCCCN1CCCCC1,92.3,109.2,96.2,115.8,102.7,94.1,108.1,108.8,101.9
Cc1cnc(SCc2ccccc2Cl)[nH]c1=O,96.7,112.3,97.8,111.5,105.8,107.2,107.0,110.7,96.9
Cc1ccc(Br)c(O)c1,104.5,99.1,95.6,105.1,112.7,100.9,100.7,94.0,105.6
Cc1c(C(=O)Nc2ccccc2)sc2c(=O)[nH]cnc12,109.0,102.6,109.1,102.9,116.9,90.6,102.1,91.7,103.2
NC(=O)CC1CCCCC1,97.5,105.7,95.2,100.5,108.2,93.9,102.4,102.8,99.4
Fc1cnccc1C1CC(c2ccc(N3CCNCC3)cc2)=NN1 (stereo not given),104.4,93.5,98.0,97.5,101.7,101.5,96.2,73.8,97.6
COc1c(O)c(O)cc2c3c(oc12)CC(c1ccc2c(c1)OCO2)CC3=O (stereo not given),67.6,38.7,100.9,77.8,92.9,84.5,66.0,32.1,42.1
COC(=O)[C@]12CC[C@@H](C)[C@H](C)[C@@H]1C1=CC(=O)[C@@H]3[C@@]4(C)C[C@@H](O)[C@H](O)[C@@]5(C)COC(=C45)C[C@@]3(C)[C@]1(C)CC2,54.1,33.3,61.3,60.8,69.2,32.8,34.6,53.2,26.5
CC1=[O+][B-](F)(F)Oc2cc(C)oc(=O)c21,99.4,97.4,96.4,99.5,108.7,105.6,104.0,104.0,101.8
CCOC(=O)c1cc(C(=O)c2ccc(OC)c(OC)c2)n2ccc(/C=C/c3ccncc3)cc12,94.8,102.0,100.9,93.3,114.1,74.8,100.9,106.4,103.9
Cc1c(/C=C/C(=O)c2ccc3ccccc3c2)[n+]([O-])c2cc(F)ccc2[n+]1[O-],107.8,81.2,102.7,101.1,107.6,100.8,106.2,94.0,82.3

# Not a retest: entries from further up.
canonical_smiles,SF-539,SW-620,SF-295,SNB-19,HCC-2998,SNB-75,KM12,HCT-116,HCT-15
CC1=[O+][B-](F)(F)Oc2cc(C)oc(=O)c21,99.4,97.4,96.4,99.5,108.7,105.6,104.0,104.0,101.8
CCOC(=O)c1cc(C(=O)c2ccc(OC)c(OC)c2)n2ccc(/C=C/c3ccncc3)cc12,94.8,102.0,100.9,93.3,114.1,74.8,100.9,106.4,103.9
Cc1c(/C=C/C(=O)c2ccc3ccccc3c2)[n+]([O-])c2cc(F)ccc2[n+]1[O-],107.8,81.2,102.7,101.1,107.6,100.8,106.2,94.0,82.3

# Remaining list, next part.
canonical_smiles,SF-539,SW-620,SF-295,SNB-19,HCC-2998,SNB-75,KM12,HCT-116,HCT-15
COC(=O)[C@H]1Cc2c([nH]c3ccccc23)[C@@H](c2cccnc2)N1,90.0,102.9,99.5,95.3,99.7,76.0,99.6,102.0,98.7
O=C(O)CC=C(c1ccccc1)c1ccccc1,x,100.3,106.6,96.8,101.6,110.5,101.0,94.6,99.5
CCCCCCC(CC)(C(=O)O)C(=O)O,98.2,112.3,96.2,109.5,108.4,100.5,103.0,102.3,104.0
ClC(Cl)(Cl)C1CO1 (stereo not given),116.8,105.3,106.2,104.1,109.3,85.0,108.1,104.4,112.8
CCOC(=O)c1sc2nc(/C=C/c3cccc(OC)c3OC)[nH]c(=O)c2c1C,107.6,103.8,125.4,106.0,93.6,96.9,102.6,106.1,100.0
COc1ccc(C(=O)/C=C/c2cccc(Cl)c2)cc1S(N)(=O)=O,-80.6*,-19.9*,-88.8*,0.2*,1.2*,29.5,-57.9*,-64.2*,-89.9*
CN(C)CCOc1cccc(OCCN(C)C)n1,100.4,110.8,110.1,102.8,104.6,89.7,145.5,92.7,107.1
COc1ccc(-c2cc(-c3ccccc3)nc(N3CCN(CCNc4ccnc5cc(Cl)ccc45)CC3)n2)cc1,-40.0*,-75.4*,82.7,72.7,-81.5*,83.6,-26.9*,-73.8*,-82.0*
C=CCC(O)C=C (stereo not given),104.2,104.2,99.6,100.9,113.0,99.3,101.6,104.6,101.0
O=C(NCCNc1nccc(-n2ccc3cccnc32)n1)c1ccccc1,100.0,100.0,101.8,96.6,101.8,x,104.0,101.9,99.9
CN[C@@H](CC(C)C)C(=O)NCCc1c[nH]c2cc(Br)c(Br)cc12,87.1,102.8,89.5,91.7,78.8,45.8,82.2,70.8,88.4
O=c1[nH]n(C(=S)N/N=C/c2ccc(F)cc2)c(=O)c2ccccc12,-50.9*,30.4,74.4,47.6,92.9,97.4,36.2,-66.0*,22.9

# Entries of single compounds, looked up by structure:
# O=c1[nH]n(C(=S)N/N=C/c2ccc(F)cc2)c(=O)c2ccccc12 is entered as SF-539 = -50.9*; SW-620 = 30.4; SF-295 = 74.4; SNB-19 = 47.6; HCC-2998 = 92.9; SNB-75 = 97.4; KM12 = 36.2; HCT-116 = -66.0*; HCT-15 = 22.9
# CN(C)CCOc1cccc(OCCN(C)C)n1 is entered as SF-539 = 100.4; SW-620 = 110.8; SF-295 = 110.1; SNB-19 = 102.8; HCC-2998 = 104.6; SNB-75 = 89.7; KM12 = 145.5; HCT-116 = 92.7; HCT-15 = 107.1

# (further entries)
canonical_smiles,SF-539,SW-620,SF-295,SNB-19,HCC-2998,SNB-75,KM12,HCT-116,HCT-15
Cc1ccc(NC(=O)CN2CCN(c3cc(=O)n(-c4ccccc4)c4ccccc34)CC2)cc1,86.1,93.1,78.0,72.2,86.0,79.6,90.6,76.0,88.0
Nc1c(C(=O)N2c3ccccc3Sc3ccccc32)sc2nc3c(cc12)CCCCCC3,88.1,105.3,94.7,95.3,95.0,85.3,94.2,55.9,48.1
C[Si](C)(C)Cc1ccccc1,107.3,107.5,103.3,115.8,114.2,87.8,108.4,106.9,110.0
COC(=O)/N=c1\cc(N2CC=CCC2)nc(N)n1O,97.8[100 µM],105.5[100 µM],105.4[100 µM],101.5[100 µM],110.0[100 µM],76.5[100 µM],103.3[100 µM],106.8[100 µM],106.7[100 µM]
Cc1nccnc1Sc1ccccc1,95.8,102.0,101.7,99.4,131.7,90.5,108.2,103.3,101.3
O=C(NNc1ccc(-c2ccccc2)nn1)Nc1ccc(Cl)cc1,102.0,100.6,99.0,93.9,98.8,77.3,103.2,92.8,95.7
N#C/C(=C\c1ccc(N(c2ccccc2)c2ccccc2)cc1)C(N)=O,97.0,45.6,23.5,77.0,73.7,95.4,78.6,14.9,65.1
CCCCCCCC(=O)OC1CCCCC1C (stereo not given),104.6,98.2,102.5,104.2,99.5,92.0,103.4,107.9,94.8
COc1ccc(-c2nc(NN3C(=O)C=CC(=O)OC3c3ccc([N+](=O)[O-])cc3)[nH]c(=O)c2Br)cc1 (stereo not given),101.1,108.7,101.0,100.7,108.3,102.5,102.9,100.9,108.8
O=S(=O)(Cc1ccc(CS(=O)(=O)c2ccc(Cl)cc2)cc1)c1ccc(Cl)cc1,108.8,95.5,117.1,111.0,108.9,99.6,105.2,106.5,101.9
